# TNF death inh – inhibitors of TNF-alpha triggered necroptosis, primary screen, cell-based, Jurkat FADD-/-, single concentration; Jurkat FADD-/- TNF necroptosis rescue, ATP luminescence, 24 h; 0 = TNF only, 100 = no-TNF cells; activation (protection from cell death), % at 10 µM; actives 0.068% (n = 220,000);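 active means activation, meaning protection from cell death, of at least 50% relative to plate controls; inactive means activation below 50%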;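 further: necroptosis triggered by 40 ng/mL TNF-alpha added together with compound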
# thrombin 1536 – human alpha-thrombin inhibitors, primary screen, counter-screen for coagulation protease inhibitor project, biochemical, 1536-well, fluorogenic AMC substrate; actives 0.26% (n = 220,000); Boc-VPR-AMC fluorogenic substrate cleavage; inhibition, % at 5 µM; Prothrombin (Homo sapiens), P00734;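 active means inhibition at or above 40%; inactive means inhibition below 40%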;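 further: 0% = enzyme with no compound and 100% = wells without enzyme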
#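 Test system: human alpha-thrombin; medium: pH 7.5 Tris-saline with Tween 20; times: reaction at room temperature; signal: AMC fluorescence at 355 nm excitation and 460 nm emission; also added: Boc-VPR-AMC substrate, 15 µM final; dosing: one concentration per compound, 5 µM, with 0.2% DMSO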
# zVAD death inh – inhibitors of zVAD-triggered necroptosis, primary screen, L929 cells; L929 zVAD necroptosis rescue, ATP luminescence, 24 h; with zVAD 60 µM; viability rescue, % at 10 µM; actives 0.38% (n = 220,000); AID 1377, 2008;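 active means activation, scaled between plate controls, above about 75%, limit read from the data; inactive means activation under that limit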;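 further: 0% = zVAD with DMSO and 100% = DMSO alone without zVAD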
# Cl transport mod – KCC2 cotransporter modulators, thallium flux, primary screen, cell-based, HEK293 KCC2, FluoZin-2 fluorescence, MLSMR. KCC2 cells, thallium flux FluoZin-2 fluorescence. B-score of Tl+ flux slope (higher = more flux/activation; lower = inhibition) at 10 µM. actives 2.2% (n = 190,000). AID 1456, 2008;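 active means thallium flux slope and its plate-corrected score both differing from the plate sample mean at a set confidence after two filtering rounds, in either direction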;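 further: slope of fluorescence scaled to starting intensity during 10 to 20 s after thallium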
# Hck Nef HTS – inhibitors of Nef-activated human Hck kinase, primary screen, biochemical, Z-Lyte FRET, 384-well, Hck-YEEI; AID 463187, 2010; Tyrosine-protein kinase HCK (Homo sapiens), P08631; inhibition, % at 20 µM; actives 0.68% (n = 220,000); Recombinant Hck-YEEI plus Nef, Z-Lyte FRET kinase assay;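 active means Hck-Nef kinase inhibition above about 50%, limit read from the data; inactive means inhibition below that limit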;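 further: 0% = DMSO with Hck plus Nef and 100% = Hck alone without Nef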
# FXIa inh – human FXIa protease inhibitors, primary screen, biochemical, 1536-well | Coagulation factor XI (Homo sapiens), P03951 | purified FXIa, Boc-Glu-Ala-Arg-AMC fluorogenic substrate | inhibition, % at 5 µM | actives 0.14% (n = 220,000) | AID 798, 2007;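 active means inhibition of at least 40%; inactive means inhibition below 40%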;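 further: fluorescence of freed AMC excited at 355 nm; 0% = enzyme without compound and 100% = no enzyme blank; many of its hits are not listed in these tables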
# Rad51 HR inh – human RAD51 strand exchange inhibitors, primary screen, biochemical, fluorescence; inhibition, % at 10 µM; hRad51 DNA strand exchange, fluorescence dequenching; actives 0.085% (n = 200,000); DNA repair protein RAD51 homolog 1 (Homo sapiens), Q06609;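 active means inhibition above 40% at the single screening dose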;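 further: 0% = DMSO control wells and 100% = blanks with heterologous ssDNA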
# Target sequence (Q06609 whole entry, looked up): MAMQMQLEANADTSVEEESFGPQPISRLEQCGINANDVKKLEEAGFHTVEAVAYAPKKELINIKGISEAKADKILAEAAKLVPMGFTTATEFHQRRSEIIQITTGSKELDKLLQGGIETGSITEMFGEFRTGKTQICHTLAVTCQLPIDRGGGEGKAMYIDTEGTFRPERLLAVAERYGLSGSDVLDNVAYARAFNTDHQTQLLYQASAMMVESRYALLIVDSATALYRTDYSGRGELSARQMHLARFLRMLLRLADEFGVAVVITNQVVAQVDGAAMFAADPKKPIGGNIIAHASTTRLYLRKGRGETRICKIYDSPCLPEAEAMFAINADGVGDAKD
#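 Test system: preformed human Rad51 ssDNA filaments. Compound dosing: single dose, 10 µM final compound. Incubation: filaments 15 min 37 °C, then compound 30 min. Technique: FRET fluorescence dequenching, excitation 485 nm, emission 520 nm. Read-out basis: percent inhibition from fluorescence, normalised to plate control and blank means. Benchmarks: plate controls and plate blanks.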
# hK5 inh – human KLK5 protease inhibitors, primary screen, biochemical, 1536-well; Kallikrein-5 (Homo sapiens), Q9Y337; recombinant hK5, fluorogenic AMC substrate cleavage; inhibition, % at 5 µM; actives 0.59% (n = 210,000);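 active means inhibition of 40% or more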;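 further: 0% = enzyme controls without compound and 100% = no-enzyme blanks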
# FXIIa inh 1536 – human FXIIa protease inhibitors, primary screen, biochemical, 1536-well; Coagulation factor XII (Homo sapiens), P00748; purified FXIIa, Boc-QGR-AMC fluorogenic substrate, 2 h; inhibition, % at 5 µM; actives 0.3% (n = 220,000); AID 800, 2007; in the data active means inhibition above about 40%;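 further: 0% = enzyme with no compound and 100% = blank without enzyme; many of its hits are not listed in these tables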
# Target sequence (P00748 20-372 limits assumed): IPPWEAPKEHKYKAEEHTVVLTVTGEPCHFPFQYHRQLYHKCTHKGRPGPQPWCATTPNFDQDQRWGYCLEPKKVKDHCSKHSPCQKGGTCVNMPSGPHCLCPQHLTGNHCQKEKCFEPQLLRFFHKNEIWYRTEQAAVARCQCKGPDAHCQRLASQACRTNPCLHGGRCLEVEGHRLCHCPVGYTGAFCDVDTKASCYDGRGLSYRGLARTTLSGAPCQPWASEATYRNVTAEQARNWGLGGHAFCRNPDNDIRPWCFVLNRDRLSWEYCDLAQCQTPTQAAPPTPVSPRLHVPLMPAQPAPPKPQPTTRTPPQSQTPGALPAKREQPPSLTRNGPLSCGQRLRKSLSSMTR
# Target sequence (P00748 373-615 limits assumed): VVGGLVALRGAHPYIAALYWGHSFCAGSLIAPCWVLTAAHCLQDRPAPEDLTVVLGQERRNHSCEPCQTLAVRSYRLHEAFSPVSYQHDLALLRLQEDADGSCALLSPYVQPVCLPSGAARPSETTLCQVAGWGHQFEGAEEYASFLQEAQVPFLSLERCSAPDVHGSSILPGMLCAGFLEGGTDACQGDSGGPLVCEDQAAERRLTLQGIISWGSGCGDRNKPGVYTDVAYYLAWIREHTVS
# * = called active by the depositor; . = not tested or not shown. Some of the compounds tested (hit frequency here may not be typical).
# Order of values: TNF death inh	thrombin 1536	zVAD death inh	Cl transport mod	Hck Nef HTS	FXIa inh	Rad51 HR inh	hK5 inh	FXIIa inh 1536
1) O=C(O)c1ccccc1C(=O)Nc1ccc(Oc2ccc3ccccc3c2)cc1
 : -1.8	-4.3	-1.0	-0.174	5.7	-1.7	.	.	2.4
2) CC(=O)Nc1ccc(OCCOc2ccc([N+](=O)[O-])cc2)cc1
 : 1.0	-3.4	-0.3	0.939	19.9	-4.4	11.0	2.0	-0.4
3) CCCCCCCCOC(=O)CCc1c(C)[nH]c(=S)[nH]c1=O
 : -2.6	0.6	-0.4	1.5	-0.8	0.6	-13.4	-17.3	13.6
4) CCOC(=O)c1cnc2ccccc2c1Nc1cc(C(=O)O)ccc1C
 : -0.3	-24.4	-0.9	-0.792	8.8	-6.6	-7.9	-3.2	4.9
5) FC(F)(F)c1cc(-c2cccs2)nc2ncnn12
 : -0.3	-7.6	0.6	0.0179	1.2	-9.5	-56.5	-19.2	-4.5
6) O=C(COc1ccccc1)Nc1ncc2c(n1)CCCC2=O
 : -1.0	-7.6	-0.5	.	-2.1	-9.4	-0.1	1.6	-16.5
7) O=C(CN1CCN(C(=O)c2ccccc2F)CC1)Nc1ccc(Br)cc1
 : 0.4	-0.8	0.6	.	0.2	-11.2	-2.2	-19.8	8.8
8) COC(=O)c1ccccc1Sc1c(/C=N/OCc2ccc(Cl)cc2)c(C(F)(F)F)nn1C
 : 0.4	-0.9	0.0	.	-2.4	0.1	2.0	6.0	16.0
9) CCOC(=O)c1c(NC(C)=O)sc2c(OC)c(Br)ccc12
 : 1.7	-5.0	0.5	.	3.3	-5.8	9.2	0.6	5.3
10) CCOC(=O)CSc1nc2cccnc2n1C
 : -0.8	9.8	0.9	0.392	25.5	-0.6	-23.1	19.0	8.9
11) Cc1ccccc1OCC(=O)Nc1nc2ccccc2[nH]1
 : 0.4	7.3	0.5	0.0686	-8.4	-1.8	2.1	-20.1	2.8
12) CCOC(=O)Cc1csc(NC(=O)COc2ccc(OC)cc2)n1
 : -0.4	-7.2	0.1	0.982	0.8	-11.9	4.7	-1.2	-2.3
13) Cc1cccc(NC(=S)N/N=C/c2ccc(Cl)c([N+](=O)[O-])c2)c1
 : -1.4	-7.1	-0.2	0.354	0.0	-1.5	-4.6	-2.6	3.0
14) CC(NC(=O)c1ccco1)C(c1cccs1)N1CCN(c2ccccc2F)CC1 (stereo unspecified)
 : -1.7	1.4	0.1	-0.464	4.2	7.5	9.5	-4.7	14.4
15) CCOc1ccc(CC(=O)Nc2c(C(N)=O)oc3ccccc23)cc1OCC
 : 0.3	3.2	-0.3	0.371	-0.3	-2.1	0.7	1.7	4.0
16) CC(=O)c1ccc(Nc2c3c(nc4ccccc24)CCCC3)cc1
 : -11.1	-2.7	0.9	-2.16	-31.0	2.7	.	0.1	3.6
17) CCOC(=O)c1ccccc1NC1OC(=O)c2ccccc21 (stereo unspecified)
 : -0.8	0.0	0.0	-3.95*	-0.7	1.1	-3.6	-3.4	13.2
18) COCCN(Cc1cc2cc3c(cc2nc1Cl)OCO3)C(C)=O
 : -0.2	-2.6	0.6	0.573	20.4	-0.8	-2.5	4.3	11.4
19) COc1ccc(NC(=O)c2cc(-c3ccco3)on2)cc1
 : -2.3	1.9	-0.4	0.527	-22.4	-5.3	-9.9	-14.3	-0.6
20) CCOC(=O)C1=C(O)/C(=C/N(C)C)N=C1C
 : -3.2	3.7	0.4	0.565	0.2	8.3	-3.1	7.7	22.4
21) O=C(C[n+]1ccc(-c2nnc3n2CCC3)cc1)c1ccc(Cl)c(Cl)c1
 : 2.5	-2.5	1.1	-0.0556	-0.4	6.9	.	-28.0	10.8
22) COc1ccc(CNC(=O)c2cc3c(s2)CS(=O)C3)cc1 (stereo unspecified)
 : 0.0	-10.8	3.1	0.168	-0.8	-5.8	-8.3	10.5	3.6
23) O=C(O)c1cc([N+](=O)[O-])c(NCc2cccnc2)c([N+](=O)[O-])c1
 : -1.1	-1.4	0.8	-0.769	16.6	-5.2	.	-1.1	5.6
24) COc1ccc(/C=N/NC(=O)CCc2n[nH]c(=O)[nH]c2=O)cc1OC
 : -0.4	-2.0	0.9	1.84	4.6	3.6	-5.3	-6.6	3.2
25) Cc1c(C(=O)c2ccc(Cl)cc2Cl)cnc2cc3c(cc12)OCO3
 : -3.5	1.1	-0.2	0.771	6.9	6.6	5.9	-5.4	14.5
26) CC(=O)Nc1ccc(S(=O)(=O)NCc2cccnc2)cc1
 : 1.7	31.2	1.1	0.513	-0.6	22.4	-4.0	46.8*	0.8
27) COc1ccc(CN(C)C(C)C(=O)Nc2ccc(S(=O)(=O)N3CCCC3)cc2)c(OC)c1OC (stereo unspecified)
 : -2.2	11.9	-1.5	-0.0107	26.0	-5.4	-3.5	-0.7	5.7
28) Cc1cnc(NC(=O)c2ccco2)s1
 : -0.2	-2.6	83.0*	.	3.1	0.2	-6.2	-5.5	9.6
29) Cc1csc(CCc2nc(C)cs2)n1
 : -1.9	-7.2	0.3	-0.529	-0.7	-3.4	-4.6	-9.0	-2.2
30) COc1cc(/C=C2\SC(=S)N(NS(=O)(=O)c3ccccc3)C2=O)cc(OC)c1OC
 : -0.6	1.1	13.1	0.357	24.4	4.7	17.6	5.5	12.8
31) CCN(CC)CCCNC(=O)C1c2ccccc2C(=O)N(C)C1c1ccc(OC)cc1 (stereo unspecified)
 : -0.1	0.2	-0.1	-0.124	-0.2	-4.8	-0.7	-23.2	4.6
32) COC(=O)Cn1nc(-c2ccccc2)c2cc(Cl)ccc21
 : -1.0	4.6	-0.2	-0.304	-16.6	9.4	-4.2	-6.2	18.4
33) COc1cc(NC(=O)CC2NCCNC2=O)cc(OC)c1 (stereo unspecified)
 : -2.2	-18.9	-0.4	0.26	1.0	-9.9	-1.9	-21.9	5.0
34) CC(C)(C)CC(C)(C)Nc1c(-c2ccc(O)cc2)nc2cnccn12
 : -2.7	.	-0.7	-0.0369	13.0	.	4.2	.	.
35) O=C(c1ccco1)N1CCN(CCCCN2C(=O)c3ccccc3C2=O)CC1
 : 0.2	0.8	1.0	.	0.0	7.1	5.2	-6.9	13.9
36) COc1cccc(C2c3[nH]c4ccccc4c3CCN2Cc2cccn2-c2ncccn2)c1 (stereo unspecified)
 : 2.8	-16.4	-0.4	-1.73	13.1	-3.0	14.7	-1.0	3.4
37) O=C(c1cccc(Cl)c1)N1CCN(c2ncnc3c2cnn3-c2ccccc2)CC1
 : 0.3	-6.2	-1.5	-0.561	18.4	8.3	-5.4	5.4	17.4
38) O=C(O)CSc1nc2ccccc2n1C1CCCCC1
 : 0.8	-10.6	15.7	0.16	17.3	-7.5	-3.3	-4.1	1.3
39) CCOc1ccc2nc(NC(=O)CSc3nc4cccnc4n3C)sc2c1
 : 1.0	-3.7	16.9	.	4.5	-5.6	0.5	21.7	8.0
40) Cc1ccc(S(=O)(=O)N/N=C/c2cnn(C)c2C)cc1
 : 0.4	2.8	-0.3	0.37	0.6	3.1	.	3.2	14.1
41) COc1cccc(NC(=S)N2CCN(C/C=C/c3ccccc3)CC2)c1
 : -8.2	-5.4	-0.2	-2.47	-0.4	-17.9	0.2	0.8	7.2
42) COc1ccc(N2CCN(c3nc4ccccc4n3CC(=O)c3ccccc3)CC2)cc1
 : 0.2	-7.5	-1.1	-0.263	-9.7	0.7	-29.1	-16.5	6.7
43) Oc1ccccc1N1CCN(c2nnnn2-c2ccccc2)CC1
 : 2.0	-9.2	0.6	1.03	11.0	1.9	.	1.1	4.5
44) NC(=O)c1c(-c2ccc(Cl)cc2Cl)csc1NC(=O)Cc1ccccc1
 : -4.6	-5.0	0.2	-0.161	1.6	3.8	-3.2	-8.3	1.4
45) COc1ccc(O[C@H]2C=C[C@@H](c3ccccc3)O[C@@H]2COC(=O)CCC(C)=NO[C@@H]2O[C@H](COC(C)=O)[C@@H](OC(C)=O)[C@H](OC(C)=O)[C@H]2OC(C)=O)cc1
 : 0.4	-2.5	0.0	0.0408	-4.4	5.6	1.9	-4.0	12.9
46) Cc1ccc(NS(=O)(=O)c2cc(C(=O)N3CCN(C)CC3)ccc2C)cc1
 : 0.1	13.8	-0.8	0.272	6.4	18.5	8.7	4.7	21.3
47) COCC(C)N=C1NN=C(c2ccc(NC(C)=O)cc2)CS1 (stereo unspecified)
 : 1.0	-24.3	3.5	0.718	21.0	-8.0	-1.8	-4.2	8.1
48) O=C(Nc1ccc(CN2CCOCC2)cc1)c1cccc(-c2cc3ccccc3oc2=O)c1
 : -1.8	2.3	0.9	-0.178	3.4	-0.6	19.2	-3.9	7.5
49) Cc1ccc(OC(=O)C23CC4CC(CC(C4)C2)C3)c(C)n1
 : 1.8	-1.5	-0.4	0.0333	2.6	11.1	16.2	-6.8	16.8
50) Cc1ccc(-n2[nH]c(C)c(C=NCc3ccncc3)c2=O)cc1
 : -12.7	-5.5	-1.2	1.31	11.0	-1.3	1.4	-2.8	6.2
51) COc1ccc(/C=C(\NC(=O)c2cccs2)C(=O)NCc2ccco2)cc1OC
 : 5.6	-8.0	0.1	-0.495	10.0	1.4	.	4.2	5.0
52) Cc1ccc(CNC(=O)CSc2nc(N3CCCCC3)nc(N3CCCCC3)n2)cc1
 : 1.3	-2.7	0.8	0.26	-0.3	4.7	-2.6	-27.8	3.9
53) Cc1ccccc1NCc1ccccc1O
 : -4.3	2.8	4.3	.	0.4	7.4	3.7	11.6	19.6
54) O=C(CCS(=O)(=O)c1ccc(Br)s1)Nc1ccccc1Br
 : 2.5	-4.2	-0.2	-0.0381	25.2	-1.0	-2.1	-3.7	4.8
55) O=C(O)CCc1nn2c3ccccc3n(Cc3ccccc3)c2nc1=O
 : -1.3	-4.6	-0.7	.	0.8	9.7	.	2.9	12.8
56) Cc1ccc(CN2CCSc3ccc(C(=O)N4CCN(c5ncccn5)CC4)cc32)cc1
 : -9.4	0.4	-1.0	0.271	-8.1	2.6	-3.8	-44.9	14.1
57) O=C(NCc1csc(-c2cccs2)n1)Nc1ccc(C(F)(F)F)cc1
 : 2.3	4.2	1.7	0.284	7.9	6.9	4.9	5.4	8.5
58) Cc1cc2cc(CN(CCN(C)C)C(=S)NCc3ccco3)c(=O)[nH]c2cc1C
 : 3.4	-9.3	-0.9	-0.531	23.7	-3.2	-10.4	-1.8	3.7
59) Cc1ccc(-c2cc(C(=O)NC3=NCCS3)c3cc(Br)ccc3n2)o1
 : -1.2	12.6	0.2	0.304	7.7	11.0	5.8	17.7	9.7

# Compound activity: PubChem, several laboratories
